# Assay outcomes from PubChem.
# Cneo AK release – Cryptococcus neoformans lysis via adenylate kinase release; C. neoformans lysis, adenylate kinase release luminescence, 4 h; normalised: neutral wells 0, clomiphene wells 100; lysis activity, % at 15 µM; 360,000 tested, 0.2% active; AID 651654;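 active = mean lysis activity across replicates of at least 80%, whatever share of replicates individually reach that level; inactive = mean lysis activity below 80%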
#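 Material: C. neoformans cells | Amount: Yeast cell density of 5 × 10^6 cells/mL | Medium: Fresh YPD growth medium | Dosing: Single dose | Times: Static 4 h at 37 °C with compound, 1 h detection | Detection: AK luminescence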
# ERp5 inh – blocks human ERp5 reductase activity on insulin; Q15084; 350,000 tested, 0.05% active; AID 651711; ERp5 insulin aggregation, absorbance 650 nm, 90 min; inhibition, % at 9.99 µM;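 active = mean replicate inhibition above about 25%, with every replicate also reaching it, limit read from the data, passing the limit was not always enough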
# Target sequence (Q15084 whole entry, looked up): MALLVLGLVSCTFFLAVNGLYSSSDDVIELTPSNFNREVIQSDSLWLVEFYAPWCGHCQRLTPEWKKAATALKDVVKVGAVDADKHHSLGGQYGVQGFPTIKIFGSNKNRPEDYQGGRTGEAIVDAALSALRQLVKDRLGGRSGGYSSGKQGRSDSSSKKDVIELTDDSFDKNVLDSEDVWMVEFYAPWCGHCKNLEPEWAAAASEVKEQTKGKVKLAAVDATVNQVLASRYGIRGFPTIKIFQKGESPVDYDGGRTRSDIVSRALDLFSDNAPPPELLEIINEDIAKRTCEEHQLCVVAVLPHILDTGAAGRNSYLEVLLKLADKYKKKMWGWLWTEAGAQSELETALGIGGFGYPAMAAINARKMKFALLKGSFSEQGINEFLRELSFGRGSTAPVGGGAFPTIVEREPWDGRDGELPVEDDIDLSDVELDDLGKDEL
# SIRT5 inh – blocks human SIRT5 desuccinylation of peptide; Q9NXA8; Purified SirT5, succinyl-peptide AMC, trypsin-coupled fluorescence; inhibition, % at 15 µM; 330,000 tested, 1.1% active; AID 652115; in the data active = inhibition above about 15%
# Target sequence (Q9NXA8 whole entry, looked up): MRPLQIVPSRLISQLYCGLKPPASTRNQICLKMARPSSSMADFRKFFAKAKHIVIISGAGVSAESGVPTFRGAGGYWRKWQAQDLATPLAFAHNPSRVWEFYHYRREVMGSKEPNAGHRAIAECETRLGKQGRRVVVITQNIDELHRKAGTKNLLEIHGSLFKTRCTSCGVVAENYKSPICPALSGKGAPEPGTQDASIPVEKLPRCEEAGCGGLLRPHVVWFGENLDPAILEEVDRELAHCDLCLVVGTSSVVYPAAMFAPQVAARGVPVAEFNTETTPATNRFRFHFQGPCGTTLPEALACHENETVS
# ARNT TACC3 PPI – ARNT/TACC3 interaction disruption; Q9Y6A5; AlphaScreen His-ARNT PAS-B/GST-TACC3 binding, luminescence; TACC3 fragment carries E629A point mutation; inhibition, % at 9.99 µM; 390,000 tested, 0.66% active; AID 623870;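 active = mean inhibition of replicates at least 50% and at least half of replicates each reaching 50%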;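 note: 0% = complete ARNT plus TACC3 wells and 100% = ARNT alone without TACC3; many hits fall short of the cut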
# miR-122 sensor – blocks miR-122 activity in Huh7 sensor cells | Huh7 miR-122 Renilla luciferase sensor, 48 h; neutral wells = 0, positive control = 100 | activation (reporter increase), % at 12.5 µM | 340,000 tested, 0.3% active | AID 602342;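 active = mean replicate activation score at least 90 and every replicate individually at or above 90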;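 note: higher luciferase means less miR-122 activity so hits act as miR-122 inhibitors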
# esBAF inh – inhibitors of esBAF chromatin remodeling in mouse ES cells. 350,000 tested, 2% active. reporter increase, % at 12.5 µM. Bmi1-luciferase knock-in reporter, 24 h; 100% = twice the neutral-well signal; in the data active = activation above about 40%;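 note: 0% = median of the plate's neutral control wells and 100% = double that signal; a rise in the Bmi1 reporter signal indicates esBAF inhibition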
# C2C12 statin – suppressors of simvastatin-induced myotoxicity in C2C12 myotubes; AID 602340; 330,000 tested, 0.78% active; rescue of ATP level, % at 7.49 µM; ATP luminescence, 48 h; scaled: DMSO 0, geranylgeraniol control 100;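 active = mean ATP rescue above about 67%, or every replicate alone reaching that limit, limit read from the data, passing the limit was not always enough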;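 note: myotubes were challenged with 10 µM simvastatin during compound exposure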
# Numbers without * were called inactive; · = not tested or not shown; [ ] = another dose, or the depositor's remark.
SMILES,Cneo AK release,ERp5 inh,SIRT5 inh,ARNT TACC3 PPI,miR-122 sensor,esBAF inh,C2C12 statin
CC(C)(C)n1nnnc1C(c1ccncc1)N(Cc1ccccc1)Cc1ccco1 (stereo unspecified),-4.8,·,·,4.3,-3.0,-2.2,-14.5
CNc1ncnc2c1ncn2[C@H]1CN(C2CCCC2)C[C@@H](CO)O1,-2.1,1.3,-0.4,·,-16.9,-4.5,33.3
CCOC(=O)C1=CN(Cc2cccc(F)c2)S(=O)(=O)N(CC)C1CCc1ccccc1 (stereo unspecified),-1.4,-3.4,1.7,-2.3,16.0,-7.5,2.0
CCCN(C(=O)Cc1csc(-c2ccccc2)n1)C1CCS(=O)(=O)C1 (stereo unspecified),1.7,0.4,-6.2,-5.5,1.9,-1.1,-8.4
O=C(O)C[C@@H]1C=C[C@@H](NC(=O)Nc2cc(F)ccc2F)[C@@H](CO)O1,2.1,-10.2,2.1,-19.8,·,-1.3,-3.0
Cc1ccc(S(=O)(=O)N(C)c2ccc(C(=O)Nc3c(C)n(C)n(-c4ccccc4)c3=O)cc2)cc1,0.2,-8.3,·,-0.5,-1.0,-10.9,4.0
COc1ccc(C2/C(=C(\O)c3ccc4c(c3)OCCO4)C(=O)C(=O)N2CCCN(C)C)c(OC)c1 (stereo unspecified),-2.0,·,·,-1.6,-8.9,-1.2,-2.7
Nc1nonc1-n1nncc1-c1ccccc1,3.2,·,·,-8.3,-0.8,-10.0,-2.1
CC(C)CC(=O)N1CCN(S(=O)(=O)c2ccccc2)CC1,-1.5,·,·,-4.0,-0.8,-10.7,-14.4
CC1CCN(C(=O)C2CCCN2S(=O)(=O)c2ccc(Cl)cc2)CC1 (stereo unspecified),-0.4,3.5,2.2,-6.6,·,·,·

# Some entries already given with just SIRT5 inh and ARNT TACC3 PPI:
SMILES,SIRT5 inh,ARNT TACC3 PPI
Nc1nonc1-n1nncc1-c1ccccc1,·,-8.3
CC(C)CC(=O)N1CCN(S(=O)(=O)c2ccccc2)CC1,·,-4.0

# Other entries:
SMILES,Cneo AK release,ERp5 inh,SIRT5 inh,ARNT TACC3 PPI,miR-122 sensor,esBAF inh,C2C12 statin
COc1ccc(NC(=O)Nc2ccc3c(c2)C(=O)N([C@H](C)CO)C[C@H](C)[C@H](CN(C)S(=O)(=O)c2ccccc2)O3)cc1,-2.5,2.2,2.1,2.0,-13.4[16.7 µM],-0.5,·
Cc1ccc(NC(=O)c2oc3ccccc3c2NC(=O)c2ccc3c(c2)OCO3)cc1,0.3,·,·,3.8,13.1,18.5,-34.6
CN1C(=O)N(CC(=O)N2CCN(S(=O)(=O)/C=C/c3ccccc3)CC2)C(=O)C12CCCCC2,1.7,2.4,2.7,·,·,-0.8,6.3
C/C(=N\NC(=O)c1c(Cl)c(C)nn1C)c1ccc(NC(=O)COc2ccc(Cl)cc2C)cc1,-3.6,·,·,-1.9,-3.7,1.9,-30.3
C[C@H]1CN([C@@H](C)CO)C(=O)Cc2cc(NS(=O)(=O)c3cn(C)cn3)ccc2O[C@H]1CN(C)Cc1ccc(C(=O)O)cc1,4.1,-9.1,-1.4,18.9,3.7[16.7 µM],0.2,12.6
Cc1cc(C(=O)N2CCCCCC2)cs1,·,·,·,2.4,2.8,3.2,6.5
O=C(C1CCCCC1)N1C[C@H](O)[C@@H](n2cc(C3CC3)nn2)C[C@@H]1c1ccccc1,-1.5,-1.8,-0.8,·,-4.9,-6.7,-0.3
CCn1c(SCC(=O)Nc2sc(C)c(C)c2C#N)nnc1C(C)C,-1.5,·,·,-2.1,-4.4,-6.4,-2.4
CCC(C)(C)NC(=O)c1cc(S(=O)(=O)N2CCc3ccccc32)cn1C,0.2,-1.1,-10.2,-6.9,-0.3,-8.4,33.5
COc1cccc2[nH]c3c(N4CCCC(C)C4)ncnc3c12 (stereo unspecified),·,-0.9,-0.9,-0.8,5.6,·,·
COc1ccc(C(CNC(=O)c2cc3c(s2)CCC(C)C3)N2CCOCC2)cc1 (stereo unspecified),-1.0,0.1,-0.8,-1.5,-2.3,12.5,4.4
Cc1ccc(F)cc1C(=O)N1CCC1(C)C(=O)O (stereo unspecified),3.0,6.2,-4.0,·,2.4,-2.7,-2.5
CC(C)OC(=O)C(C)(C)Oc1ccc(C(=O)c2ccc(Cl)cc2)cc1,-1.2,-0.6,-9.6,-19.4,-0.1,6.0,8.6
O=C(COc1ccccc1Cl)N1N=C(c2cccs2)CC1c1ccco1 (stereo unspecified),-0.4,0.7,-3.8,-3.1,0.9,7.2,-11.6
O=C(C[C@H]1C[C@H]2c3cc(NC(=O)Cc4ccncc4)ccc3O[C@H]2[C@@H](CO)O1)NCCN1CCCCC1,55.5,-1.1,1.1,-1.4,-18.1[16.7 µM],-5.3,-0.2
COc1cccc(NC(=O)N(C)C[C@H]2Oc3ncc(C4=CCCCC4)cc3C(=O)N([C@@H](C)CO)C[C@@H]2C)c1,-3.1,1.1,1.5,6.6,-1.9[16.7 µM],4.7,3.0
CC(C)(C)S(=O)(=O)N1Cc2ccc(CO)cc2[C@H]1CCO,2.5,0.8,-3.9,-2.2,-2.3,2.1,6.7
CCOc1cc(/C=N/NC(=O)c2cccnc2)ccc1OCc1ccc(C(=O)OC)o1,·,-3.1,2.5,4.4,·,·,·
O=[N+]([O-])c1ccc(NN=Cc2ccc(O)cc2)nc1,0.0,3.8,-0.6,-2.7,·,95.1*,-6.8
CCCNC(=O)c1cc2c(c(-c3cccc(-c4cccc(F)c4)c3)n1)[C@H](CCO)N([S@@](=O)C(C)(C)C)C2,-3.3,-2.6,3.7,1.3,·,6.1,1.2
CCn1nc(C(=O)NCC(c2cccs2)N2CCOCC2)c2ccccc2c1=O (stereo unspecified),2.4,5.5,0.1,3.3,4.1,-13.2,8.4
C[C@@H]1CN([C@@H](C)CO)C(=O)c2cc(NS(=O)(=O)c3cn(C)cn3)ccc2O[C@H]1CN(C)Cc1ccc(C(F)(F)F)cc1,0.2,-1.1,-6.7,0.7,-2.6[16.7 µM],-3.1,9.1
CC(=O)Nc1nnc(-c2ccc3c(c2)CCCC3)o1,-0.2,8.8,-1.6,10.4,-5.9,-1.5,0.4
Cc1c(C)c2c(OCC(=O)Nc3cccnc3)cc3c(c2oc1=O)CCC(C)(C)O3,0.4,1.5,·,7.3,-3.9,1.3,-5.5
CCOC(=O)c1ccc(S(=O)(=O)N2CCN(C(=O)c3ccccn3)CC2)cc1,0.4,4.5,0.6,4.0,·,7.1,1.4
Cc1ccc2nc(-c3ccccn3)cc(C(=O)N3CCN(c4ncccn4)CC3)c2c1,4.1,·,·,9.0,-4.6,2.7,35.7
CC(C)(C)C1CCc2onc(C(=O)Nc3cccnc3)c2C1 (stereo unspecified),-0.4,-3.8,11.6,2.3,·,-4.3,2.4
CCOC(=O)C1=C(CP(=O)(c2ccccc2)c2ccccc2)NC(=O)NC1c1ccc(Cl)cc1 (stereo unspecified),0.8,·,·,-5.8,-1.1,0.1,8.4
O=C(c1ccc(CS(=O)c2ccccc2Cl)o1)N1CCN(c2ccccn2)CC1 (stereo unspecified),-1.1,0.3,-2.8,-7.0,65.1,8.1,-26.7
Cc1ccc2c(c1)N(C(=O)CCC(=O)NCCCN1CCOCC1)CCO2,-1.0,5.1,0.7,-4.9,0.0,-4.5,-3.1
COc1ccc(Cl)cc1NC(=O)N1CCN(S(C)(=O)=O)CC1,0.7,·,·,1.9,18.3,10.0,3.9
CN(C)S(=O)(=O)c1cccc(C(=O)Nc2ccccc2N2CCCCC2)c1,0.0,-1.6,-2.2,·,10.1,-4.9,-1.7
O=C(CSc1nncs1)Nc1ccc2c(c1)OCO2,·,0.8,-3.7,1.3,·,·,·
CC(C)NC(=O)N(C)C[C@H]1Oc2ccc(NC(=O)Nc3ccc(F)cc3)cc2C(=O)N([C@H](C)CO)C[C@H]1C,-3.1,-2.4,3.6,-6.7,-5.0[16.7 µM],4.4,-5.1
CSc1nnc(-c2cc3c(-c4ccccc4)nn(C)c3s2)n1C,1.7,·,·,26.3,1.8,-5.5,-16.7
CN1CCN(C(=O)c2ccc3c(c2)N(Cc2cccc(Cl)c2)C(=O)c2ccccc2S3(=O)=O)CC1,0.1,1.9,-1.0,7.5,5.8,1.6,25.4
O=C1OC(Nc2ccc(Br)cc2F)c2ccccc21 (stereo unspecified),-0.4,·,·,-6.4,-19.8,-0.3,-25.6
O=C(Nc1cccc(S(=O)(=O)N2CCOCC2)c1)c1ccccc1[N+](=O)[O-],2.7,4.3,-1.8,-14.8,-8.3,-4.8,4.3
COc1ccccc1/C=N/NC(=O)c1ccc(Cn2nc([N+](=O)[O-])cc2C)cc1,·,-1.8,-4.3,-1.0,·,·,·
Cc1cc(NS(=O)(=O)c2ccc(NC(=O)/C=C/c3c(F)cccc3Cl)cc2)no1,0.2,4.9,4.6,5.2,1.0,-7.8,-11.0
CCOC(=O)/C(C(N)=NCC(C)C)=C(/O)c1ccccc1,-1.9,·,·,7.5,-0.4,21.5,·
CC(Oc1ccc(Cl)cc1Cl)C(=O)NNC(=O)c1cccnc1 (stereo unspecified),·,-3.3,-1.6,-4.0,1.1,6.1,4.5
CCCCN(CC)CCNC(=S)Nc1ccc2nc(N3CCN(C)CC3)cc(C)c2c1,-0.7,4.5,-4.9,8.7,-10.1,-2.0,-14.7
O=C(NCC[C@@H]1CC[C@H](NC(=O)c2ccc3c(c2)OCO3)[C@@H](CO)O1)Nc1ccc(Cl)cc1,0.8,3.0,-0.7,1.3,·,24.7,-3.9
CCN(CC)CCNC(=O)C(C)c1nn(CC)c(=O)c2ccccc12 (stereo unspecified),·,-0.5,-3.6,-2.1,·,·,·
CC(C)[C@H](NC(=O)N1CCn2c1nc1ccccc12)C(=O)NCc1ccc2c(c1)OCO2,-0.7,1.9,2.8,9.0,-3.2,6.5,-0.9
CCC1CCCCN1CCCNC(=O)CNC(=O)c1nn(-c2ccc(OC)c(Cl)c2)c(=O)c2ccccc12 (stereo unspecified),3.0,-0.3,-3.0,-7.5,·,-5.2,-27.3

# Filtered by structure: the entries above with fluorine.
SMILES,Cneo AK release,ERp5 inh,SIRT5 inh,ARNT TACC3 PPI,miR-122 sensor,esBAF inh,C2C12 statin
CCOC(=O)C1=CN(Cc2cccc(F)c2)S(=O)(=O)N(CC)C1CCc1ccccc1 (stereo unspecified),-1.4,-3.4,1.7,-2.3,16.0,-7.5,2.0
O=C(O)C[C@@H]1C=C[C@@H](NC(=O)Nc2cc(F)ccc2F)[C@@H](CO)O1,2.1,-10.2,2.1,-19.8,·,-1.3,-3.0
Cc1ccc(F)cc1C(=O)N1CCC1(C)C(=O)O (stereo unspecified),3.0,6.2,-4.0,·,2.4,-2.7,-2.5
CCCNC(=O)c1cc2c(c(-c3cccc(-c4cccc(F)c4)c3)n1)[C@H](CCO)N([S@@](=O)C(C)(C)C)C2,-3.3,-2.6,3.7,1.3,·,6.1,1.2
C[C@@H]1CN([C@@H](C)CO)C(=O)c2cc(NS(=O)(=O)c3cn(C)cn3)ccc2O[C@H]1CN(C)Cc1ccc(C(F)(F)F)cc1,0.2,-1.1,-6.7,0.7,-2.6[16.7 µM],-3.1,9.1
CC(C)NC(=O)N(C)C[C@H]1Oc2ccc(NC(=O)Nc3ccc(F)cc3)cc2C(=O)N([C@H](C)CO)C[C@H]1C,-3.1,-2.4,3.6,-6.7,-5.0[16.7 µM],4.4,-5.1
O=C1OC(Nc2ccc(Br)cc2F)c2ccccc21 (stereo unspecified),-0.4,·,·,-6.4,-19.8,-0.3,-25.6
Cc1cc(NS(=O)(=O)c2ccc(NC(=O)/C=C/c3c(F)cccc3Cl)cc2)no1,0.2,4.9,4.6,5.2,1.0,-7.8,-11.0
